GPR151 ag: activates the human receptor GPR151. Q8TDV0. PathHunter beta-arrestin GPR151 cells, luminescence. activation, % at 11.2 µM. hit rate 1% among 650,000. AID 1508602; in the data active means activation above about 4.9%;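 further: 0% = median of compound wells and 100% = cells with positive control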
Target sequence (Q8TDV0 whole entry, looked up): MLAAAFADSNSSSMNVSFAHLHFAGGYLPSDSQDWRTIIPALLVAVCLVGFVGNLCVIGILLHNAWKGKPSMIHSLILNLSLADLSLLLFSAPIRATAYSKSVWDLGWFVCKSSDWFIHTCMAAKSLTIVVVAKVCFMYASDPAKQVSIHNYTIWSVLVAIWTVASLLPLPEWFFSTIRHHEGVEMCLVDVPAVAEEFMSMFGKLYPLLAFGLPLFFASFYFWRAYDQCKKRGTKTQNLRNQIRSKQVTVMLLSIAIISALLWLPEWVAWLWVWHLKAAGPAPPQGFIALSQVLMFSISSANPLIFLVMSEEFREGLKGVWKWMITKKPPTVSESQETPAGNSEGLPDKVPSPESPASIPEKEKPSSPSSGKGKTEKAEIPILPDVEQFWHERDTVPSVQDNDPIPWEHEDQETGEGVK
FBW7 act: human FBW7 E3 ligase activation, primary screen | AID 1259310 | normalized activity (activation), % at 26.1 µM | AlphaScreen FBW7–phospho-cyclin E peptide binding, activator screen | Q969H0 | hit rate 0.13% among 650,000; in the data active means normalized activity above about 1.9%;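 further: purified mutant Fbw7 with reduced substrate affinity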
MITF inh: inhibitors of human MITF; inhibition, % at 2.6 µM; AlphaScreen MITF homodimerization, bead proximity signal; AID 1259374; hit rate 0.91% among 650,000; in the data active means inhibition above about 50%;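 further: 0% = vehicle wells with protein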
Target sequence (O75030 whole entry, looked up): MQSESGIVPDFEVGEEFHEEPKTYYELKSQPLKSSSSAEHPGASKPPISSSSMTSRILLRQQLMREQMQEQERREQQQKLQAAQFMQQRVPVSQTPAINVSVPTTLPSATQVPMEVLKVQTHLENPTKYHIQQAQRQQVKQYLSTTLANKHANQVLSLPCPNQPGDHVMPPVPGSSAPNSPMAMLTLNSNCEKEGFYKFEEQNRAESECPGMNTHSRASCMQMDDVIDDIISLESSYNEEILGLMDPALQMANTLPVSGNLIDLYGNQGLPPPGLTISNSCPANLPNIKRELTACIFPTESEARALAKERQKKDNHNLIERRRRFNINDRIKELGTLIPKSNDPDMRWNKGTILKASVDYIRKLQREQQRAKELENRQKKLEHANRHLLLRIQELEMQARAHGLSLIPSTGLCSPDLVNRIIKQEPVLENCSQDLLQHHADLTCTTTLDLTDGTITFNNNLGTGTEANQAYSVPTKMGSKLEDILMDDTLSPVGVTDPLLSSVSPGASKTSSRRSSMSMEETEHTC
TEAD-YAP inh: TEAD-YAP interaction inhibition. HEK-TIYL cells, TEAD-Gal4/YAP UAS-luciferase luminescence. inhibition, % at 9.12 µM. hit rate 1.4% among 640,000; in the data active means inhibition above about 32%;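 further: 0% = median of test compound wells and 100% = reference inhibitor wells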
* = called active by the depositor; & = joins results of further samples.

canonical_smiles,MITF inh,GPR151 ag,TEAD-YAP inh,FBW7 act
C[C@@H](C(=O)OCC(=O)Nc1ccc([N+](=O)[O-])cc1C#N)N1C(=O)C2CCCCC2C1=O (some centres not stated),-20,2.1,-7,-0.1
Cc1ccc(C2=CC(c3ccc(C)cc3)n3nc(CCCO)nc3N2)cc1 (configuration not stated),18,-1.0,3,-0.1
O=C(O)Cn1c(Cc2ccccc2)nc2ccccc21,-3,0.1,2,0.1
Cc1ccc(S(=O)(=O)Nc2cc(S(N)(=O)=O)ccc2C)cc1,8,1.3,7,-0.2
C=CCSc1nc2c(c(=O)n1CC1CCCC1)C1(CCCC1)Cc1ccccc1-2,-6,0.4,2,0.2
CCOC(=O)c1ccc(NC(=O)CSc2nc3ccsc3c(=O)n2Cc2ccc(OC)cc2)cc1,-8,0.8,8,-0.1
Cn1ccnc1SCC(=O)Nc1ccc(OCc2ccccc2)cc1,-9,0.8,-10,-0.1
CCOC(=O)c1c(-c2ccccc2)c(C(C)=O)c(=O)n(C)c1C,-24,0.8,-4,-0.1
COc1ccc(CCNC(=O)c2cccc(-c3ccc(N4CCOCC4)nc3)c2)cc1,14,-1.5,-40,0.2
CC(=O)n1cc(Nc2ccccc2O)c2ccccc21,-2,-0.1,-25,-0.1
COc1cccc(NC(=O)c2sc3ncnc(N4CCCCC4)c3c2C)c1,7,-0.8,-15,-0.2
O=C(CSc1n[nH]c(Cc2ccccc2)n1)Nc1ccccc1F,1,-1.2,5,0.5
COC(=O)[C@@H](NC(=O)c1cc2c(C)nn(-c3ccccc3)c2s1)C(C)C,-7,0.9,1,0.0
CC1=NN(c2cccc(SC(F)F)c2)C(=O)C1,-4,0.1,-2,0.1
CCN(CC)CCOC(=O)c1ccc(Cl)cc1Cl,10,-0.1,5,-0.1
CCc1ccc(-c2nc(CN3CCC(C(=O)N4CCOCC4)CC3)c(C)o2)cc1,-11,0.6,-7,0.1
CC1CCCCC1NC(=O)CN1C(=O)c2cccc(N)c2C1=O (configuration not stated),13,-0.5,7,0.0
COc1ccc(C(=O)/C(Br)=C\C(=O)O)cc1,-1,0.8,0,0.8
O=C(O)CCCNS(=O)(=O)/C=C/c1ccccc1,4,0.4,-3,0.0
CC(C)CC(=O)N1CCN(C2c3ccccc3-c3ccccc32)CC1,2,1.2,-17,0.0
COc1cccc(NC(=O)CSc2nnc(NS(C)(=O)=O)s2)c1,0,0.9,1,-0.1
C=CCOc1cccc(/C=C2\C(=O)NC(C)=C2C(=O)OC)c1,16,-0.5,3,1.0
CS(=O)(=O)c1ncc(Cl)c(C(=O)Nc2ccc(Cl)c(C(F)(F)F)c2)n1,-15,0.1,51*,0.1
O=C(Cc1cccs1)Nc1ccc2c(c1)C(=O)OC2,-1,1.1,7,0.0
O=C1C2CCCCC2C(=O)N1c1ccc(Oc2ccccc2)cc1 (configuration not stated),4,0.3,3,0.8
O=C(NNC(=O)C1CCN(S(=O)(=O)c2cccc(C(F)(F)F)c2)CC1)C1CC1,-4,-0.9,1,0.0
Cc1cccc(C(=O)N[C@H]2C[C@H]3C(=O)N[C@@H](C)C(=O)N3C2)c1,-25,0.1,-6,0.0
COc1cc(/C=N/Nc2ccc(C)cc2)cc(OC)c1O,18,-1.5,3,0.7
O=C(CSc1nnc(NC(=O)CN2CCOCC2)s1)Nc1ccc([N+](=O)[O-])cc1,-8,-1.5,-16,0.0
Cc1sc2nc(C3CC3)nc(SCC(=O)N3CCC(C)CC3)c2c1C,2,1.0,-9,-0.2
COc1ccc(NS(=O)(=O)c2ccc(OC)c(Cl)c2)cc1,8,-0.8,-1,-0.3
CCOCCCNC(=O)c1ccc(NC(=O)C(=O)c2ccccc2NC(C)=O)cc1,4,-0.5,5,0.0
CCOP(=O)(CN(CCc1ccccc1)C(=S)Nc1cccc(C)c1)OCC,-6,0.4,0,0.0
COc1cccc(C(CC(=O)NCC2CCCO2)NS(=O)(=O)c2ccc(C)cc2)c1OC (configuration not stated),1,-0.1,-4,0.0
Cc1ccc2[nH]c3nc(SCC(=O)NC4CC4)nnc3c2c1,0,0.9,5,0.1
Cc1ccc2c(c1)cc(CN(C(=O)c1ccco1)C1CCCC1)c1nnnn12,21,1.9,-2,-0.1
CC1CCCC(C)N1CCNC(=O)Cn1nc(-c2ccccc2)ccc1=O (configuration not stated),1,1.2,0,0.1
O=C(O)C1Nc2c(O)cccc2C2C=CCC12 (configuration not stated),108*,1.6,-3,-0.1
COc1cc(NC(=O)COc2ccc(Br)c(C)c2)cc(OC)c1,13,0.0,8,0.0
CCCN(C)C(=O)c1c(SCC)nc2sccn2c1=O,-1,-0.9,-9,0.0
CCOc1ccc(NC(=O)c2sc3ncnc(N4CCN(c5ccccc5F)CC4)c3c2C)cc1,13,-0.2,-6,0.1
Cc1cc(C)c([N+](=O)[O-])c(C)c1C1C(C#N)=C(N)OC2=C1C(=O)CC(C)(C)C2 (configuration not stated),1,0.0,-7,-0.2
CN(C)c1ccc(Nc2cccc3nccnc23)cc1,34,-2.2,13,-0.5
Cn1cc(CN2CCCC(CCC(=O)NCc3ccc(F)c(F)c3)C2)cn1 (configuration not stated),11,0.3,8,0.1
O=C(/C=C/C(=O)OCC(F)(F)C(F)F)Nc1ccc(Cl)cc1,15,1.9,-2,0.1
O=C(/C=C/c1ccc2c(c1)OCO2)N1CCc2ccccc2C1,10,-0.4,-28,-0.1
C=CCN1C(=O)C(C(C)CC)NC1=S (configuration not stated),8,-1.0,-6,0.4
COc1cccc(Cn2nnc(C(=O)NCc3ccc(C)cc3)c2N)c1,-5,1.5,4,0.0
COC(=O)C1CCCCN1C(=O)CCC1(Cc2ccc(Cl)cc2)CCC(=O)N1 (configuration not stated),9,-0.3,-13,0.0
COc1ccc(CSc2nc3ccccc3s2)cc1[N+](=O)[O-],-4,-1.1,-25,-0.2
CCN(CCn1cccn1)C(=O)CCc1nnc(C2(c3ccc(Cl)cc3)CCC2)o1,3,-0.2,-49,0.0
C=CCNc1cc(C)nc2cc(-c3ccc(OC)cc3)nn12,-4,-0.8,-28,-0.3
CCOC(=O)C1(CC2CCCCO2)CCN(Cc2cccc(C)n2)CC1 (configuration not stated),-14,-0.7,-5,0.1
CCOC(=O)c1sc2nc(SCc3cc(C(C)=O)ccc3OC)n(CCc3ccc(Cl)cc3)c(=O)c2c1C,1,0.6,-10,-0.1
COC(=O)c1ccc2c(=O)n(-c3cc(C)cc(C)c3)c(=S)[nH]c2c1,18,-1.0,8,0.1
CCN(CC)c1ccc(C=Nc2cccc(C(N)=O)c2)c(O)c1,2,-0.4,0,0.2

Carrying on.
canonical_smiles,MITF inh,GPR151 ag,TEAD-YAP inh,FBW7 act
COc1ccc(NS(=O)(=O)c2ccc3c(c2)oc(=O)n3C)c(OC)c1,10,-0.1,4,0.2
Cc1ccccc1NC(=S)N1CCn2cccc2C1c1cccnc1 (configuration not stated),19,-0.3,-4,-0.1
Cn1ccnc1SCC(=O)c1ccc(OC(F)F)cc1,5,-1.0,-28,0.1
Cc1cc(C)c2c(c1)cc(C)c1nn(CC(=O)N3CCOCC3)c(=O)n12,17,-0.6,13,0.0
CCOC(=O)CCNC(=O)Nc1cc2nc(C)n(Cc3cccc(Cl)c3)c2nc1C,13,-0.4,8,0.3
COc1ccc(N/C=C/C(=O)c2ccc(OC)c(OC)c2)cc1,-8,1.5,-6,0.0
O=C(O)C1CC(=O)N(c2ccc(Cl)c(Cl)c2)C1 (configuration not stated),41,1.0,10,0.9
O=C(CN1CCN(CC(=O)Nc2ccccc2Cl)CC1)Nc1ccc(F)c(F)c1,-6,-0.8,18,0.2
CC(C)(C)c1ccc(CSc2nncc(=O)n2N)cc1,-6,0.1,-40,0.0
O=C(Cc1ccccc1)Nc1ccnn1C1CCN(C/C=C/c2ccccc2)CC1,9,0.8,7,-0.1
O=C(OCc1cc([N+](=O)[O-])cc2c1OCOC2)c1cc2ccccc2cc1O,-15,1.6,-8,0.1
O=C(COC(=O)c1ccc([N+](=O)[O-])s1)Nc1ccc(F)c(Cl)c1,5,1.0,26,0.0
Cc1nc(C)c(CCNC(=O)c2ccco2)s1,13,1.2,1,0.6
Cc1ccc(NS(=O)(=O)c2cccc([N+](=O)[O-])c2)cc1Br,17,-0.5,-4,-0.1
Cc1ccc(-n2nc3c(c2NC(=O)c2ccc(S(=O)(=O)N4CCCC4)cc2)CSC3)c(C)c1,-25,-0.2,-1,-0.1
COc1ccc(C)cc1S(=O)(=O)n1c([N+](=O)[O-])cnc1C,13,-1.8,3,-0.1

Structures above with bromine, in the order listed:
canonical_smiles,MITF inh,GPR151 ag,TEAD-YAP inh,FBW7 act
COc1ccc(C(=O)/C(Br)=C\C(=O)O)cc1,-1,0.8,0,0.8
COc1cc(NC(=O)COc2ccc(Br)c(C)c2)cc(OC)c1,13,0.0,8,0.0
Cc1ccc(NS(=O)(=O)c2cccc([N+](=O)[O-])c2)cc1Br,17,-0.5,-4,-0.1

(further entries)
canonical_smiles,MITF inh,GPR151 ag,TEAD-YAP inh,FBW7 act
CCOC(=O)CSc1nc2cc(C(=O)NCc3ccccc3)ccc2c(=O)n1C1CCCCC1,-7,-0.2,-2,-0.1
O=C(NCc1ccco1)C(=O)Nc1ccc(Cl)cc1,7,-0.6,-49,0.0
O=C(COc1ccccc1)Nc1ccc(-c2nc3cccnc3s2)cc1,-6,-1.0,-21,-0.2
CCn1c(SCC(=O)Nc2cc(C)cc(C)c2)nc2c(c1=O)SC(C)C2 (configuration not stated),21,0.5,7,0.5
COC(=O)C1=C(C)NC2=C(C(=O)CCC2)C1c1coc2ccccc2c1=O (configuration not stated),-5&20,-0.4&-1.7,0&3,-0.1&-0.4
O=C(O)CC12CC3CC(C1)CC(n1ncc(NC4CC4)c(Cl)c1=O)(C3)C2,14,1.6,2,-0.1
CCn1c(=O)n(CC(=O)Nc2ccc3c(c2)OCCO3)c2cccnc21,-3,1.0,14,-0.2
N#C/C(=C\c1cn(-c2ccccc2)nc1-c1cccnc1)C(=O)Nc1ccc(C(=O)O)cc1,2,-0.1,-6,0.0
COCCNC(=O)/C(C#N)=C/c1ccc(O)c([N+](=O)[O-])c1,2,-7.8,4,-0.3
COc1ccc(/C=C2\NC(=O)N(Cc3ccc(Cl)cc3)C2=O)cc1OC,1,-1.7,10,0.0
Cc1ccc2sc(N(Cc3cccnc3)C(=O)c3ccccc3[N+](=O)[O-])nc2c1C,20,-0.7,-19,0.1
C=C(C)CN1C(=O)NC(CC)(C2CCN(C(=O)c3cnsn3)CC2)C1=O (configuration not stated),17,-1.6,2,0.0
CC(=O)N1N=C(c2ccccc2)OC12CCCC2,-6,0.1,1,0.0
COc1ccccc1C(=O)NCCc1c(C)[nH]c2c(C)ccc(F)c12,-2,-0.4,-17,-0.2
CC(=O)N1CCC2(CC1)N=C(C)C(c1cc(Cl)cc(Cl)c1)=N2,6,-0.1,2,-0.1
Cc1cn2c(=O)c(C(=O)NOCc3cccc(C(F)(F)F)c3)cnc2s1,17,14*,-9,0.2
Cc1ccc(S(=O)(=O)N2CCN(C(=O)CSc3nnc(N)s3)C2)cc1,12,-0.3,7,0.1
CC(=O)NC(=O)c1cc2cc(Br)ccc2oc1=Nc1cccc(C#N)c1,2,0.7,3,-0.1
Cc1ccc(OC(C)C(=O)N(Cc2ccccc2)C2CCS(=O)(=O)C2)cc1C (configuration not stated),12,0.5,5,0.2
COc1ccc(-c2nnc(NC(=O)CS(=O)(=O)c3ccccc3)o2)cc1,16,-1.0,-9,0.3
O=C(CN1CCOCC1)N/N=C/c1ccco1,14,0.7,9,0.1
Cc1cccc(/C=N/NC(=O)C(=O)Nc2cccc(Cl)c2)c1,2,-0.6,-5,0.0
CCOC(=O)N1CCC(NC(=O)Cc2sc(-c3ccccc3)nc2C)CC1,0,0.8,5,0.0
CC(C)(C)n1nnnc1CN1CCN(c2ccccc2F)CC1,2,0.9,10,-0.3

Three compounds already listed, arranged by SMILES length, smallest number first:
canonical_smiles,MITF inh,GPR151 ag,TEAD-YAP inh,FBW7 act
O=C(CN1CCOCC1)N/N=C/c1ccco1,14,0.7,9,0.1
CC(C)(C)n1nnnc1CN1CCN(c2ccccc2F)CC1,2,0.9,10,-0.3
CC(=O)NC(=O)c1cc2cc(Br)ccc2oc1=Nc1cccc(C#N)c1,2,0.7,3,-0.1

Remaining list, next part.
canonical_smiles,MITF inh,GPR151 ag,TEAD-YAP inh,FBW7 act
O=C(O)C1CCN(S(=O)(=O)c2ccc(F)cc2F)CC1,-2,-1.4,7,0.3
COc1ccc(S(=O)(=O)N2CCN(CCO)CC2)cc1,-9,-1.2,-3,0.1
O=C(CC(=O)c1ccccc1)Nc1ccccc1C(F)(F)F,-2,1.6,-21,0.1
O=C(Nc1ccc2oc(-c3ccncc3)nc2c1)c1cccc(Cl)c1,-3,-0.9,-3,-0.1
C=C1c2cc(OC)ccc2NC(=O)N1c1ccccc1,10,1.1,7,0.1
CCN(CC)C(=O)CN(C#N)c1nc(OC)nc(N(C)C)n1,22,0.9,-3,0.6
CCOC(=O)C1=C(C)NC(C)=C(C(=O)OCC)C1c1ccc(N(C)C)cc1,-10,0.2,0,0.1
CCC(CC)CN1CCc2nnc(C(NC(=O)c3ccoc3)C(C)C)n2CC1 (configuration not stated),13,-0.3,-1,0.0
